Bcl-XL Bim block: inhibitors of Bim-Bcl-XL interaction, human | Bim peptide-Bcl-XL binding, bead flow cytometry, fluorescence | inhibition, % at 10 µM | hit rate 0.04% among 190,000
Target sequence (Q07817 whole entry, looked up): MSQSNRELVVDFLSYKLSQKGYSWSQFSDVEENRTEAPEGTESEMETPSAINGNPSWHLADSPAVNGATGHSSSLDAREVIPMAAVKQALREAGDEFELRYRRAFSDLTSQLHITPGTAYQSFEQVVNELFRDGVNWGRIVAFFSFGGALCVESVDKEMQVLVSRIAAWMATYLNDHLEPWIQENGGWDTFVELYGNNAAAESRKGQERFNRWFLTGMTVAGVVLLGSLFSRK
Bcl-B Bim block: inhibitors of Bim-Bcl-B interaction, human; bead-based flow cytometry, Bim peptide-Bcl-B binding; hit rate 0.073% among 190,000; inhibition, % at 10 µM; Q9HD36;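 also: 0% = tracer peptide without compound and 100% = reference inhibitor peptide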
Bfl-1 Bim block: inhibitors of Bim-Bfl-1 interaction, human. Bead-based flow cytometry, Bim-Bfl-1 binding inhibition. hit rate 0.12% among 190,000. Q16548. inhibition, % at 10 µM;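 also: 0% = wells without compound plus tracer and 100% = blocker peptide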
ABCG2 block: inhibitors of human ABCG2 transporter, ABCB1 counter-screen; Q9UNQ0; IgMXP3 cells, JC-1 efflux, flow cytometry; inhibition, % at 6.6 µM; hit rate 0.1% among 190,000;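 active = inhibition above 80%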;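 also: 0% = DMSO and 100% = nicardipine control wells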
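Assay system – ABCG2 IgMXP3 and barcoded ABCB1 CCRF-Adr cell mix · Input – 3 million cells/mL in well · Reagent – JC-1 fluorescent substrate · Compound – single test compound dose, 6.6 µM final · Timing – 10 min exposure at 25 °C with rotation, no wash · Detection – flow cytometry of retained JC-1 fluorescence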
Bcl-2 Bim block: disrupts Bim peptide binding to human Bcl-2; P10415; Bead-based flow cytometry, Bim peptide-Bcl-2 binding; inhibition, % at 10 µM; hit rate 0.06% among 190,000; AID 950; in the data active = inhibition above about 40%; inconclusive = no clear call, values can overlap the other calls;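 also: 0% = no compound wells with probe peptide and 100% = reference peptide inhibitor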
Target sequence (P10415 whole entry, looked up): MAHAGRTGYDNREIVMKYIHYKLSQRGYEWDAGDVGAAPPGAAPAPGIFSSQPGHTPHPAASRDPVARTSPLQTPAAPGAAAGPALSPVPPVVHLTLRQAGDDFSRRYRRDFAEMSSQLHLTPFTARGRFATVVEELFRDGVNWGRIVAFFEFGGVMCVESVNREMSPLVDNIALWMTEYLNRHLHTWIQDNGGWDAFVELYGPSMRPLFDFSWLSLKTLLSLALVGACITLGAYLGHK
Bim-Bcl-W: human Bim-Bcl-W interaction inhibition; Q92843; bead-based flow cytometry, Bim peptide-Bcl-W binding; inhibition, % at 10 µM; hit rate 0.02% among 190,000;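 also: 0% = bound tracer without compound and 100% = peptide blocker; higher means less fluorescent Bim peptide bound to Bcl-W beads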
Target sequence (Q92843 whole entry, looked up): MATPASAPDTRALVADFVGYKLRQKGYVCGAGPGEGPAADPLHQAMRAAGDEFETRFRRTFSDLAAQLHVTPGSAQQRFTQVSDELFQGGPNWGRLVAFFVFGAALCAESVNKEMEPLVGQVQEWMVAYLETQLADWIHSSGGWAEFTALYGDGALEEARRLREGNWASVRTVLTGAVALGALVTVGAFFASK
RGS4-Gao reg: modulates binding of RGS4 to human Galphao | Multiplexed bead flow cytometry; actives lie on both sides | hit rate 0.33% among 220,000 | binding response (% of control), % at 10 µM | AID 1415 | P09471; in the data active = binding response below about 49% or above about 150%; inactive = in between;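 also: fluorescent Galphao activated with aluminum fluoride binding bead-coupled RGS4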
Target sequence (P09471 whole entry, looked up): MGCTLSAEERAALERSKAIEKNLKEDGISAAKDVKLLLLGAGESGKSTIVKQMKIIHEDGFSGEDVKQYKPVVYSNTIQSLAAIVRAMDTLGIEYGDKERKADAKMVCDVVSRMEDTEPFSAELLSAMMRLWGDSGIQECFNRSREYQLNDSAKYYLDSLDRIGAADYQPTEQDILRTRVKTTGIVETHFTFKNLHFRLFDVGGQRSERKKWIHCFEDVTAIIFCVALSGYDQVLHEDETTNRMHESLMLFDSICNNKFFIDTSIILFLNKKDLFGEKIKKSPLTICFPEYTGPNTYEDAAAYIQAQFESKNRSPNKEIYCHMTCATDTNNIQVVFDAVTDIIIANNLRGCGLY
RGS7-Gao reg: modulates binding of RGS7 to human Galphao. P09471. Multiplexed bead flow cytometry; actives lie on both sides. binding response (% of control), % at 10 µM. hit rate 0.35% among 220,000. AID 1439; in the data active = binding response below about 49% or above about 150%; inconclusive = no clear call, values can overlap the other calls; inactive = in between;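 also: fluorescent Galphao held in activated GDP-AlF4 state binding bead-coupled RGS7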
GSH bead fluor: compound fluoresces at 488/530 nm on GSH beads; GSH beads flow cytometry, compound fluorescence 488/530 nm; hits give high values; fluorescence (KMESF) at 10 µM; hit rate 0.25% among 190,000; AID 1776; in the data active = fluorescence above about 89;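 also: glutathione beads carrying GST-tagged Bcl family fusion proteins plus one bare bead set; values are compound well signal with DMSO vehicle wells as background; inactives centre near 16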
ABCB1 inh: inhibitors of human ABCB1 transporter, ABCG2 counter-screen. hit rate 0.067% among 190,000. inhibition, % at 6.6 µM. AID 1326. P08183. CCRF-Adr cells, JC-1 efflux, flow cytometry; in the data active = inhibition above about 40%;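 also: 0% = vehicle and 100% = reference inhibitor; higher value means more JC-1 retained so stronger ABCB1 efflux block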
RGS8-Gao: modulates binding of RGS8 to human Galphao; hit rate 0.34% among 220,000; response (percent of control binding), % at 10 µM; P09471; AID 1423; multiplexed bead flow cytometry; actives lie on both sides; in the data active = response below about 60% or above about 140%; inactive = in between;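 also: Galphao activated as the GDP aluminium fluoride complex binding bead-coupled RGS8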
Active calls of the source: *; ? = inconclusive. Rule as the data show it, unless noted: active = inhibition above about 40%.

smiles	Bcl-XL Bim block	Bcl-B Bim block	Bfl-1 Bim block	ABCG2 block	Bcl-2 Bim block	Bim-Bcl-W	RGS4-Gao reg	RGS7-Gao reg	GSH bead fluor	ABCB1 inh	RGS8-Gao
Oc1sc(C=Nc2ccc(F)cc2)c2ccccc12	-5	-16	-2	1	-8	3	97	99	44	0.0	96
Cn1nnc(NC(=O)CSc2nnnn2-c2ccc(F)cc2)n1	-6	-5	-6	9	-10	-4	98	99	27	1.4	99
COc1ccc(NC(=O)C2CCN(c3cc(C)nc(-c4ccccc4)n3)CC2)cc1	-3	-5	-13	6	-7	5	99	96	18	0.8	100
Cc1cc(NC(=O)c2ccccc2-c2ccccc2C(=O)O)no1	-2	-4	0	11	-2	-1	101	98	24	1.2	100
COCCn1c(SCC(=O)Nc2nnc(C)s2)nnc1-c1c[nH]c2ccccc12	-1	0	0	5	-2	0	97	98	13	0.2	98
O=C(COc1ccccc1)N1CCN(S(=O)(=O)c2cccs2)CC1	0	0	-2	1	0	0	97	99	11	0.2	96
C/C(=C\C(=O)c1ccc(C)o1)Nc1ccc(C(=O)O)cc1C	0	1	-1	-1	-6	0	92	92	16	-0.3	92
CC1(C)CC(=O)C2=C(C1)NC1=C(C(=O)c3ccccc31)C2c1cccnc1 (stereo not drawn)	-2	0	-11	3	-1	-3	103	102	12	0.4	101
CCOC(=O)c1[nH]c(C)c(C(=O)OCC)c1C	-3	-1	-5	1	-2	0	103	105	13	-0.2	100
O=C(CCc1nc2ccccc2s1)Nc1ccccc1	-6	-8	-9	6	-7	-5	99	99	12	0.8	102
CNC(=O)c1ccccc1NC(=O)c1cccc(S(=O)(=O)N2CCC(C)CC2)c1	-5	-11	-11	5	-5	0	102	97	35	0.9	103
O=C(Nc1ccccc1NC(=O)C1CCCO1)c1ccco1 (stereo not drawn)	-4	-5	-3	10	-5	0	102	102	20	0.6	103
O=C(CSc1nc2ccccc2c(=O)n1Cc1ccco1)N1CCCC1	-4	-4	-6	1	-2	0	101	100	22	1.3	102
CCOc1ccc2c(C)cc(=O)oc2c1OCC	-3	-2	0	12	0	-3	96	98	11	1.2	99
S=C(NCCc1c[nH]c2ccccc12)NC1CCCCC1	0	-5	-3	6	2	1	97	101	25	-0.5	97
CCN(CC)CC(O)COc1ccc2c(c1)OCO2 (stereo not drawn)	-3	-8	-13	1	-15	0	99	102	9	0.2	101
Cc1ccc(S(=O)(=O)NC(=O)COc2ccccc2C)cc1	1	1	2	1	10	1	99	105	15	0.3	95
CS(=O)(=O)N1CCN(C(=O)C2c3ccccc3Oc3ccccc32)CC1	-2	0	-1	6	1	-1	103	102	24	1.6	108
COc1ccccc1CNC(=O)COc1ccccc1OC	-6	-4	-4	12	0	0	98	99	32	0.0	97
O=C(NCC(c1ccco1)N1CCCC1)c1ccc(Cl)cc1 (stereo not drawn)	-1	-1	0	3	-1	0	100	102	15	0.6	101
Cc1ccc(NC(=O)CSc2ncc(S(=O)(=O)c3ccccc3)c(=O)[nH]2)cc1C	-6	-5	0	-2	-1	-7	105	103	13	-0.3	100
CCN1C(=O)CC(N2CCC(Nc3ccc(OC)cc3)CC2)C1=O (stereo not drawn)	-5	-12	-16	1	-8	-2	101	103	35	-1.5	100
Cc1ccc(-c2cc(-c3n[nH]c(=S)o3)c3ccccc3n2)cc1	0	-13	5	-23	1	2	98	104	8	-2.5	97
Cc1nc2ccccc2n1CCc1nc2c3ccccc3nc(SCC(=O)NCc3ccco3)n2n1	-10	-10	-16	26	-4	-1	97	99	17	31	99
CCOc1cccc(-c2nnc3sc(COc4ccc(C)cc4)nn23)c1	5	-5	-12	2	-4	0	101	102	23	0.4	99

Further results:
smiles	Bcl-XL Bim block	Bcl-B Bim block	Bfl-1 Bim block	ABCG2 block	Bcl-2 Bim block	Bim-Bcl-W	RGS4-Gao reg	RGS7-Gao reg	GSH bead fluor	ABCB1 inh	RGS8-Gao
CCN(CC)S(=O)(=O)c1ccc(N2CCOCC2)c(NC(=O)COc2ccccc2)c1	-1	-5	-1	2	-2	-1	108	107	12	0.6	106
COc1cc(N/C(N)=N/c2nc(C)cc(C)n2)c(OC)cc1Cl	-2	-3	-5	3	0	0	98	98	12	0.6	100
COc1ccc(-n2c(=O)c3ccccc3c3ccccc3c2=O)cc1	-3	-4	0	-3	7	-3	104	99	10	-0.5	104
Cc1ccc(S(=O)(=O)N(C)c2ccc(C(=O)O)cc2)cc1	-1	0	-3	0	2	0	101	102	5	-0.1	102
COc1ccc(C(=O)C2CCCN(Cc3cn(C)nc3-c3ccccc3)C2)cc1F (stereo not drawn)	-1	-1	-5	3	-4	-3	103	101	16	-0.8	101
CCCC(C)C(=O)Nc1ccc(C(N)=O)cc1 (stereo not drawn)	-5	-10	-8	0	-11	-5	99	98	20	-0.2	101
O=C(COC(=O)CCSc1ccc(Cl)cc1)NCc1ccco1	3	1	-4	7	-2	0	103	105	11	0.4	102
CCc1nnc(NC(=O)CSc2nnc(-c3c[nH]c4ccccc34)n2CC)s1	-8	-10	-11	0	-7	-5	103	103	14	0.0	100
COc1ccc(CC(=O)Nc2nc3ccccc3s2)cc1S(=O)(=O)N1CCOCC1	-11	-6	-3	-1	-5	0	110	104	31	-0.3	103
CCCCN(C)c1nc(-c2ccco2)c2c(c1C#N)CC(C)(C)OC2	0	-4	2	2	0	6	100	92	22	0.2	94
O=C(NCc1ccc2c(c1)OCO2)c1cnc2ccccn2c1=O	1	-5	-3	2	-4	-1	94	93	24	-0.1	94
CCOC(=O)c1c(C)[nH]c(C)c1C(=O)COC(=O)/C=C/c1cccc(C(F)(F)F)c1	-1	-2	-1	1	-5	-1	98	101	7	0.1	98
O=C(NNS(=O)(=O)c1ccc(Br)cc1)c1cccs1	-1	-2	-6	1	-3	0	101	102	10	0.4	97
COc1cc(/C=C(/C#N)c2ccc(C)cc2)ccc1Oc1ccc([N+](=O)[O-])cn1	-9	-14	-14	1	-13	-3	98	112	34	0.0	94
CC(C)(O)[C@@H]1Cc2c(ccc3ccc(=O)oc23)O1	-5	-8	0	-4	0	-5	101	101	17	0.8	101
COc1cc(C(=O)O)cc(NC(=O)c2cccs2)c1OC	3	1	1	3	2	0	106	105	8	0.3	102
COC(=O)c1ccc(CSc2nnc(NC(=O)C3CC(=O)N(Cc4ccc(C)cc4)C3)s2)cc1 (stereo not drawn)	-10	-8	-2	0	-1	-5	93	89	11	-0.8	100
Oc1ccc(Br)cc1/C=N/N1CCCCC1	4	5	13	11	9	0	99	100	6	6.5	101
CN1CCN(C(=O)C2=C[C@H](c3ccc4c(c3)OCO4)C[C@H](OCc3ccc(CO)cc3)O2)CC1	-1	-4	-5	1	2	0	99	95	21	0.9	102
C=CCOc1ccc(C2NC(=S)NC(c3ccccc3)=C2C(C)=O)cc1OC (stereo not drawn)	0	-13	4	1	0	1	103	104	13	0.8	101
Cc1nc2c(ccc3c2ccc2nc(C)sc23)s1	0	-1	0	2	0	1	98	105	13	0.3	104
Cc1onc(-c2ccccc2)c1C(=O)N1CCN(C/C=C/c2ccccc2)CC1	-6	-8	-13	1	-9	-1	102	101	21	0.7	102
O=C(CCCNS(=O)(=O)c1ccc(Br)cc1)N1CC[C@@]2(O)CCCC[C@H]2C1	-2	-2	0	1	-1	-1	98	97	24	0.0	101
CC(C)C[C@H](N)c1cn([C@@H](Cc2ccc(O)cc2)C(=O)N2CCNCC2)nn1	-3	-6	-5	6	-6	-1	104	109	21	1.1	111
CSCC[C@H](NC(=O)OC(C)(C)C)c1nnc(SCC(=O)N(C)C)o1	-1	-1	-8	1	-3	-2	96	100	52	0.6	98

Entries of single compounds as entered above. Order of values: Bcl-XL Bim block | Bcl-B Bim block | Bfl-1 Bim block | ABCG2 block | Bcl-2 Bim block | Bim-Bcl-W | RGS4-Gao reg | RGS7-Gao reg | GSH bead fluor | ABCB1 inh | RGS8-Gao
C=CCOc1ccc(C2NC(=S)NC(c3ccccc3)=C2C(C)=O)cc1OC (stereo not drawn) as listed: 0 | -13 | 4 | 1 | 0 | 1 | 103 | 104 | 13 | 0.8 | 101
Cc1nc2c(ccc3c2ccc2nc(C)sc23)s1 as listed: 0 | -1 | 0 | 2 | 0 | 1 | 98 | 105 | 13 | 0.3 | 104

Later entries:
smiles	Bcl-XL Bim block	Bcl-B Bim block	Bfl-1 Bim block	ABCG2 block	Bcl-2 Bim block	Bim-Bcl-W	RGS4-Gao reg	RGS7-Gao reg	GSH bead fluor	ABCB1 inh	RGS8-Gao
N=c1sccn1CC(=O)Nc1ccccc1Sc1ccccc1	0	-1	-6	3	0	2	104	?	11	0.5	101
CCc1nnc(NS(=O)(=O)c2ccc(NC(=O)COc3ccc(Cl)c(C)c3)cc2)s1	-5	3	4	1	1	0	97	97	11	-0.6	97
Cc1cc(=O)oc2cc(OCC(=O)N3CCCC(C)C3)ccc12 (stereo not drawn)	-4	0	-1	2	0	-1	98	99	13	0.5	99
COc1cc(-c2csc(N3CCOCC3)n2)cc(OC)c1OC	-21	-9	-13	6	-2	-1	102	102	263*	0.9	101
Cc1[nH]c(=O)[nH]c(=O)c1S(=O)(=O)N1CCCC(C(=O)N2CCN(c3ccccc3Cl)CC2)C1 (stereo not drawn)	1	-3	-1	2	-4	0	90	93	22	0.3	95
O=C(OCCOc1ccc(Br)cc1)c1cnccn1	0	-8	-8	1	-7	0	100	99	27	0.4	105
CCc1cccc(Nc2cc(C)nc3ncnn23)c1	-6	-4	-3	0	0	-3	99	99	13	-0.7	101
COc1ccccc1NC(=O)CC1COc2ccccc2O1 (stereo not drawn)	0	-4	0	6	-2	-2	101	100	14	0.9	102
COCCn1c(C)cc(C(=O)CSc2nc3ccccc3c(=O)[nH]2)c1C	-1	0	-1	3	0	-2	98	99	13	0.5	98
Cc1ccccc1Oc1ncnc2sccc12	-5	-9	-16	4	-12	0	103	99	29	1.0	100
CC(=O)Nc1ccc(SCC(=O)OCC(=O)NC(=O)NC2CCCC2)cc1	-1	-1	-3	4	-2	-4	100	103	67	0.0	100
Cc1ccc(NC(=O)CC2Oc3ccc(C)cc3NC2=O)cc1 (stereo not drawn)	-3	-6	-11	-3	-9	0	100	99	20	-1.8	102
COc1ccc(Oc2c(C=O)c3ccccc3n2C)cc1	-1	-4	-1	5	-4	-3	103	100	17	1.1	104
Cc1cc(C)c(N2CCN(S(=O)(=O)N3CCCCCC3)CC2)c(C)c1	-7	-6	-14	2	-10	1	102	97	48	1.0	100
CCc1cccc(OCCCCNCCCOC)c1	-3	-4	-1	49	-1	-1	99	98	4	0.4	100
CCOC(=O)c1sc2nc(C)nc(N3CCN(c4ncccn4)CC3)c2c1C	-3	-3	-4	4	0	-3	96	?	14	0.8	98
COc1cccc(N=C2SC(C(=O)Nc3ccccc3F)CC(=O)N2C)c1 (stereo not drawn)	0	3	0	5	1	0	91	94	23	1.1	93
COc1cc(/C=N/NC(=O)c2ccncc2)ccc1Oc1ccc([N+](=O)[O-])cn1	-2	-5	-4	10	0	-1	90	90	13	1.3	89
CC(C)CNC1=CC(=O)CC(c2ccco2)C1 (stereo not drawn)	-2	-2	-8	3	-2	1	94	88	15	2.0	95
CC(C)=C1C2C=CC1C(C(=O)Nc1cccc(C)c1)C2C(=O)O (stereo not drawn)	-4	1	0	0	0	-1	106	100	6	0.1	96

Bioassay records: PubChem BioAssay, NMMLSC
